TcdB GH inh – inhibitors of Clostridioides difficile toxin B glycohydrolase; TcdB glycohydrolase enzymatic assay, plate reader; inhibition, % at 9.99 µM; 0.24% of 350,000 active; in the data active means inhibition above about 10%
Target sequence (P18177 whole entry, looked up): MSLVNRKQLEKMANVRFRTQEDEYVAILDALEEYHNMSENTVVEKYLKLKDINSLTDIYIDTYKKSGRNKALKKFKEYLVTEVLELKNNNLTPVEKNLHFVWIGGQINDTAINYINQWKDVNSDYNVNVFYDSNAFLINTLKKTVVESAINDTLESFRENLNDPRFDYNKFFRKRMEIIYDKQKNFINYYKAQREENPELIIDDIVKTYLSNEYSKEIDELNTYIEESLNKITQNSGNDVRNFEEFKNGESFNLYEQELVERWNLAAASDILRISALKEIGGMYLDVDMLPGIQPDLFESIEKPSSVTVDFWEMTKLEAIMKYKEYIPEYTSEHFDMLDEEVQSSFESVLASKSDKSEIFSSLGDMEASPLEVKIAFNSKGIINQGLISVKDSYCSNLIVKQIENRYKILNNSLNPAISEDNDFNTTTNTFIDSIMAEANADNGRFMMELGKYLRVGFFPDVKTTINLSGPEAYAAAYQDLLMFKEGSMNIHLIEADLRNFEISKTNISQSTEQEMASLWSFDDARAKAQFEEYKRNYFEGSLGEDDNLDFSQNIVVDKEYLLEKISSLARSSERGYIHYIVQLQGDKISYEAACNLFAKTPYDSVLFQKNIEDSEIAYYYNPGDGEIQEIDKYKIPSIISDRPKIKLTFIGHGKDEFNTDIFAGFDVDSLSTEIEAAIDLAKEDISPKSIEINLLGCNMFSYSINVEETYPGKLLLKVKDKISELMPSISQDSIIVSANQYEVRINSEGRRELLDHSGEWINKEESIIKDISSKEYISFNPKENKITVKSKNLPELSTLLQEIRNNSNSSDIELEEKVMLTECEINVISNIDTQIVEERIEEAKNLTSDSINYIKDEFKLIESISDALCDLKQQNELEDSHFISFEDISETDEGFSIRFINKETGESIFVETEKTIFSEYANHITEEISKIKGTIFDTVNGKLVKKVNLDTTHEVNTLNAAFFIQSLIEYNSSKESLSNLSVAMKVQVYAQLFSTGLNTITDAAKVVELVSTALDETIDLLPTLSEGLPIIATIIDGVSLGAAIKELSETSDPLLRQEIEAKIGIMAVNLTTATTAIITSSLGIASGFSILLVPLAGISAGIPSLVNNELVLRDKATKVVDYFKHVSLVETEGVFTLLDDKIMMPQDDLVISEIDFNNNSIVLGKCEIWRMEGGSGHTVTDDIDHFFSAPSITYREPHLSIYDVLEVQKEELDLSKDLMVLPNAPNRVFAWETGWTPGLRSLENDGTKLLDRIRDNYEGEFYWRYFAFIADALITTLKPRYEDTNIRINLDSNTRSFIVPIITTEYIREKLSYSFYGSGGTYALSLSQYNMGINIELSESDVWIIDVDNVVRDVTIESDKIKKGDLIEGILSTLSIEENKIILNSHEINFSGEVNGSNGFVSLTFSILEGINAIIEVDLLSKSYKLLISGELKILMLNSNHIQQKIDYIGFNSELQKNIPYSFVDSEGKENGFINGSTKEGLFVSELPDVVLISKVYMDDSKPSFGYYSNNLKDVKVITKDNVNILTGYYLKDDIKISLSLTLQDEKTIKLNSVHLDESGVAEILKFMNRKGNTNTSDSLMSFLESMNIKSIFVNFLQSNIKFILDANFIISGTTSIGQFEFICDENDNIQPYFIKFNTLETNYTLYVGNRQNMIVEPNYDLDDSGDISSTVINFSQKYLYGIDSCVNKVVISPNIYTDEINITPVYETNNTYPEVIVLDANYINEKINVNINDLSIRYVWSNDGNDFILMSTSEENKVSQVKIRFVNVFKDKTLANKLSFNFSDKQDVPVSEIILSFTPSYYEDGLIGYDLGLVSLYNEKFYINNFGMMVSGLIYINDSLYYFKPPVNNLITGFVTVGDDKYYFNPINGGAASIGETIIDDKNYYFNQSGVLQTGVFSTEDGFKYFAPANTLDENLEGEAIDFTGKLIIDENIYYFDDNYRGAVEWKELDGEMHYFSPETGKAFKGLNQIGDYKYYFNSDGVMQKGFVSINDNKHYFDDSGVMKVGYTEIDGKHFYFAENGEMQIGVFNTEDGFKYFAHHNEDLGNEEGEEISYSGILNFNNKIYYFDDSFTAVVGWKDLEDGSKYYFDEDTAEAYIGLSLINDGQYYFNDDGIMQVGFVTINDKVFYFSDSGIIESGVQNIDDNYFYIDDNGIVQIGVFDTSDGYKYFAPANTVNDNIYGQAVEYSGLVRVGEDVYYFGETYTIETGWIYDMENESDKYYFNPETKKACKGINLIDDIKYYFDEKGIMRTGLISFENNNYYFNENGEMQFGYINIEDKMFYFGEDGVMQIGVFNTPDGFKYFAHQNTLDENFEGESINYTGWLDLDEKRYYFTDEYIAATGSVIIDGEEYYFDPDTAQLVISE
Active calls of the source: *; & = joins results of further samples. Not all compounds are listed. The share of hits here may be higher or lower than overall.

SMILES	TcdB GH inh
O=C(CN1CCOCC1)N1CCCCN2[C@H](C1)[C@@H](c1ccc(-c3ccccc3F)cc1)[C@@H]2CO	-0.3
COCC(=O)N(C)C[C@H]1Oc2cc(-c3ccc(OC)cc3)ccc2S(=O)(=O)N([C@H](C)CO)C[C@H]1C	1.1
C[C@H]1CN([C@@H](C)CO)C(=O)c2cc(C#CC3(O)CCCC3)cnc2O[C@@H]1CN(C)C(=O)CN(C)C	-1.1
N#C[C@H]1[C@@H](c2ccc(C#CCC3CCCC3)cc2)[C@@H](CO)N1C(=O)c1ccccn1	-8.7
CO[C@@H]1CN(C)C(=O)c2cc(NC(=O)c3ccc4c(c3)OCO4)ccc2OC[C@@H](C)N(CCC(F)(F)F)C[C@H]1C	0.4
COc1ccc2c3c([nH]c2c1)[C@H](CO)NCC31CCN(C(=O)c2ccccc2)CC1	0.4
C[C@H](CO)N1C[C@H](C)[C@H](CN(C)C(=O)NC2CCCCC2)Oc2ncc(/C=C/c3ccccc3)cc2C1=O	0.1&0.1
Cc1ccc(S(=O)(=O)N(C)C[C@@H]2OCCCC[C@@H](C)Oc3ccc(NS(=O)(=O)c4cn(C)cn4)cc3C(=O)N([C@H](C)CO)C[C@@H]2C)cc1	0.3
O=C(C[C@H]1CC[C@@H]2[C@H](COC[C@H](O)CN2Cc2cc(F)ccc2F)O1)N[C@H]1CCN(Cc2ccccc2)C1	-0.7
C[C@H]1CN([C@@H](C)CO)C(=O)c2cc(NC(=O)c3ccncc3)ccc2O[C@@H]1CN(C)S(=O)(=O)c1cn(C)cn1	-0.3
COc1cccc(-c2ccc([C@H]3[C@@H](CO)N4CCCCN(S(=O)(=O)c5cccs5)C[C@H]34)cc2)c1	0.2
CCCNC(=O)[C@H]1[C@H](CO)[C@H]2Cn3c(cccc3=O)[C@@H]1N2Cc1ccccc1	-0.9
C[C@@H]1CN([C@H](C)CO)C(=O)Cc2cc(NS(=O)(=O)c3cn(C)cn3)ccc2O[C@H]1CN(C)Cc1ccc(C(=O)Nc2ccccc2N)cc1	0.3
CO[C@H]1CC[C@@H]2CCN(C)C(=O)[C@@H](C)N(C)C(=O)c3cc(C#N)ccc3OC[C@@H]1O2	-0.2
CC(C)NC(=O)N(C)C[C@@H]1Oc2ncc(-c3cccc(C#N)c3)cc2C(=O)N([C@H](C)CO)C[C@H]1C	0.8
Cc1ccccc1-c1cnc2c(c1)C(=O)N([C@@H](C)CO)C[C@@H](C)[C@H](CN(C)C(=O)c1ccc(F)cc1)O2	1.1
COc1ccc(NC(=O)Nc2cccc3c2O[C@@H](CN(C)C(=O)Nc2ccc(OC)cc2)[C@@H](C)CN([C@H](C)CO)C3=O)cc1	-0.7
COc1cccc(S(=O)(=O)Nc2ccc3c(c2)[C@H]2C[C@H](CC(=O)N(C)C)O[C@@H](CO)[C@H]2O3)c1	-1.0
C[C@@H]1CN([C@@H](C)CO)C(=O)c2cc(NC(=O)c3ccncc3)ccc2O[C@@H](C)CCCCO[C@H]1CN(C)C(=O)Nc1ccccc1	-1.9
COc1ccc(CN(C)C[C@@H]2OCCCC[C@@H](C)Oc3ccc(NC(=O)CCCCCC(=O)Nc4ccccc4N)cc3C(=O)N([C@H](C)CO)C[C@@H]2C)cc1	0.6
CC(C)NC(=O)Nc1ccc2c(c1)C(=O)N([C@@H](C)CO)C[C@@H](C)[C@H](CN(C)Cc1ccc(C(F)(F)F)cc1)OCCCC[C@H](C)O2	-1.6
C[C@@H]1CN([C@H](C)CO)C(=O)c2cc(C#Cc3ccccc3)cnc2O[C@@H]1CN(C)C(=O)c1ccccc1	1.9
CS(=O)(=O)N1CC(=O)N2[C@H](CO)[C@H](c3ccc(Br)cc3)[C@@H]2C1	0.1
O=C(Nc1ccccc1F)N[C@H]1CC[C@H](CCNS(=O)(=O)c2ccccc2)O[C@H]1CO	0.8
CC(C)NC(=O)Nc1ccc2c(c1)CC(=O)N([C@H](C)CO)C[C@@H](C)[C@H](CN(C)Cc1ccc(-c3ccccc3)cc1)O2	-1.4
SMILES	TcdB GH inh
COc1ccc(-c2ccc([C@H]3[C@@H](C#N)N(C(=O)C4CCC4)[C@@H]3CO)cc2)cc1	-1.2
COc1ccccc1C#Cc1ccc([C@H]2[C@@H](CO)N3CCCCN(C(=O)C4CCC4)C[C@@H]23)cc1	0.5
O=C(C[C@@H]1CC[C@@H]2[C@H](COC[C@@H](O)CN2Cc2cccc(F)c2)O1)NCCc1ccncc1	-0.9
C[C@H](CO)N1C[C@H](C)[C@@H](CN(C)S(=O)(=O)c2ccsc2)OCc2ccccc2-c2ccccc2C1=O	0.2
O=C(O)[C@@H]1[C@@H](CO)[C@@H]2Cn3c(ccc(-c4ccccc4)c3=O)[C@H]1N2C(=O)C1CCCCC1	1.1
O=C(Cc1ccncc1)NCC[C@H]1CC[C@H](NC(=O)Nc2ccc(F)cc2)[C@@H](CO)O1	0.1
C[C@H](CO)N1C[C@H](C)[C@H](CN(C)S(=O)(=O)c2ccc(F)cc2)OCCCC[C@H](C)Oc2ccc(N(C)C)cc2C1=O	-28
C[C@@H]1CN([C@H](C)CO)C(=O)c2cc(NC(=O)c3ccccc3)ccc2O[C@@H](C)CCCCO[C@H]1CN(C)Cc1ccncc1	0.1
CCCC#Cc1ccc([C@@H]2[C@@H](CO)N3CCCCN(CC4CCOCC4)C[C@@H]23)cc1	-0.3
COc1ccc2c3c([nH]c2c1)[C@H](CO)N(C(=O)C1CCCC1)CC31CCN(Cc2nccs2)CC1	0.5
CC=Cc1ccc2n(c1=O)C[C@@H]1[C@@H](CO)[C@H](C(=O)OC)[C@H]2N1CC1CCOCC1 (mixture of isomers)	-0.3
O=C(O)C[C@H]1C[C@H]2c3cc(NC(=O)Nc4ccccc4)ccc3O[C@H]2[C@@H](CO)O1	-0.8
C[C@@H]1CN([C@H](C)CO)C(=O)Cc2cc(NC(=O)Nc3ccc4c(c3)OCO4)ccc2O[C@H]1CN(C)S(=O)(=O)c1ccccc1	-5.1
C[C@@H]1CN([C@H](C)CO)C(=O)c2cc(NS(=O)(=O)c3cccs3)ccc2O[C@H]1CN(C)C(=O)Nc1ccccc1	-0.2
CO[C@@H]1CN(C)C(=O)c2ccc(NC(=O)Nc3cc(F)ccc3F)cc2OC[C@H](C)N(C(=O)c2ccccn2)C[C@H]1C	0.6
O=C(C[C@H]1CC[C@@H](NC(=O)C2CC2)[C@@H](CO)O1)NCCCN1CCOCC1	-0.1
O=C(C[C@@H]1CC[C@H]2[C@@H](COC[C@@H](O)CN2Cc2ccc(Oc3ccccc3)cc2)O1)N1CCN(c2ccccc2)CC1	-1.3
Cc1cc(C(=O)Nc2cccc3c2O[C@@H](CN(C)S(=O)(=O)c2ccccc2)[C@@H](C)CN([C@@H](C)CO)C3=O)n(C)n1	-2.2
COCC#Cc1ccc2c(c1)O[C@H](CN(C)S(=O)(=O)c1ccc(C)cc1)[C@@H](C)CN([C@H](C)CO)S2(=O)=O	0.7
COc1ccc(CN(C)C[C@H]2Oc3ccc(NC(=O)Cc4ccccc4)cc3C(=O)N([C@H](C)CO)C[C@H]2C)cc1	-1.2
CNC(=O)C[C@@H]1CC[C@@H]2[C@H](COc3ccc(NC(=O)Nc4ccc(Cl)cc4)cc3C(=O)N2C)O1	0.6
C[C@@H]1CN([C@@H](C)CO)C(=O)Cc2cc(NC(=O)CCC(F)(F)F)ccc2O[C@@H]1CN(C)C	0.3
COc1ccc(CN(C)C[C@@H]2Oc3c(NC(=O)CCCCCC(=O)Nc4ccccc4N)cccc3C(=O)N([C@H](C)CO)C[C@H]2C)cc1	0.1
COCc1cn(CC[C@@H]2CC[C@@H](NC(=O)c3ccncc3)[C@@H](CO)O2)nn1	-0.7
COc1ccc(NC(=O)N(C)C[C@@H]2Oc3ncc(C#C[C@@H](C)O)cc3C(=O)N([C@H](C)CO)C[C@@H]2C)cc1	-1.8
SMILES	TcdB GH inh
C[C@@H]1CN([C@H](C)CO)C(=O)c2cc(C#CC3CCCCC3)cnc2O[C@H]1CN(C)S(C)(=O)=O	-0.1
C[C@@H]1CN([C@H](C)CO)C(=O)CCCn2cc(nn2)CO[C@H]1CN(C)C	-0.7
CCCC(=O)Nc1ccc2c(c1)C(=O)N(C)C[C@H](OC)[C@H](C)CN(Cc1ccccc1F)[C@@H](C)CO2	-0.8
C[C@@H]1CN([C@@H](C)CO)C(=O)c2cc(NS(C)(=O)=O)ccc2O[C@@H](C)CCCCO[C@H]1CN(C)S(=O)(=O)c1cn(C)cn1	0.3
C[C@@H]1CN([C@H](C)CO)C(=O)Cc2cc(NC(=O)c3ccncc3)ccc2O[C@H]1CN(C)S(=O)(=O)c1ccccc1	0.9
CNC[C@H]1Oc2ccc(NC(=O)Nc3ccc(F)cc3)cc2C(=O)N([C@@H](C)CO)C[C@H]1C	-0.1
COCC(=O)Nc1ccc2c(c1)C(=O)N(C)C[C@@H](OC)[C@H](C)CN(C)[C@@H](C)CO2	-0.6
COc1cccc(CNC(=O)C[C@@H]2C=C[C@H](NC(=O)C3CCOCC3)[C@H](CO)O2)c1	-0.3
Cc1noc(C)c1NC(=O)Nc1ccc2c(c1)CC(=O)N([C@H](C)CO)C[C@H](C)[C@@H](CN(C)S(=O)(=O)c1ccc(F)cc1)O2	0.4
CO[C@H]1CN(C)C(=O)c2cc(NC(=O)Nc3cc(F)ccc3F)ccc2OC[C@@H](C)N(C)C[C@@H]1C	-0.5
CC=Cc1ccc2n(c1=O)C[C@H]1[C@H](CO)[C@@H](C(=O)NCCc3ccccc3)N(C(C)=O)[C@@H]21 (mixture of isomers)	-0.6
COc1ccc(S(=O)(=O)Nc2cccc3c2O[C@@H](CN(C)C(=O)NC(C)C)[C@@H](C)CN([C@H](C)CO)C3=O)cc1	0.4
C[C@H]1CN([C@@H](C)CO)C(=O)Cc2cc(NS(=O)(=O)c3ccccc3)ccc2O[C@H]1CN(C)C(=O)NC1CCCCC1	-1.5
C[C@H]1CN([C@@H](C)CO)C(=O)c2cc(C3=CCCCC3)cnc2O[C@H]1CN(C)C(=O)Nc1ccccc1	1.2
CCS(=O)(=O)Nc1ccc2c(c1)C(=O)N(C)C[C@@H](OC)[C@@H](C)CN(C(=O)COC)[C@H](C)CO2	-1.0
C[C@@H]1CN([C@H](C)CO)C(=O)c2ccccc2-c2ccccc2CO[C@H]1CN(C)S(=O)(=O)c1cccc(F)c1	-1.7
COc1cccc(-c2cnc3c(c2)C(=O)N([C@H](C)CO)C[C@H](C)[C@H](CN(C)S(=O)(=O)c2cccc(OC)c2)O3)c1	-0.1
CN1CCN(C(=O)C[C@@H]2C[C@@H]3c4cc(NC(=O)Nc5ccc(F)cc5)ccc4O[C@@H]3[C@@H](CO)O2)CC1	1.5
CO[C@@H]1CN(C)C(=O)c2ccc(NC(=O)C3CCCC3)cc2OC[C@H](C)N(S(C)(=O)=O)C[C@H]1C	1.0
CO[C@@H]1CN(C)C(=O)c2cc(NS(=O)(=O)c3ccccc3F)ccc2OC[C@H](C)NC[C@@H]1C	-0.7
Cc1ccc(-c2ccc3c(c2)O[C@H](CN(C)Cc2cccc(C(=O)O)c2)[C@@H](C)CN([C@H](C)CO)S3(=O)=O)cc1	-1.6
C[C@@H]1CN([C@H](C)CO)C(=O)c2ccccc2-c2ccccc2CO[C@@H]1CN(C)S(=O)(=O)c1ccccc1C#N	0.9
C[C@@H]1CN([C@H](C)CO)S(=O)(=O)c2ccc(Br)cc2O[C@@H]1CN(C)S(C)(=O)=O	0.0
CCNC(=O)[C@H]1[C@H](CO)[C@H]2Cn3c(ccc(-c4ccccc4)c3=O)[C@H]2N1C(=O)C1CC1	-0.9
CCC(=O)N1C[C@H](C)[C@@H](OC)CN(C)C(=O)c2ccc(NC(=O)NC(C)C)cc2OC[C@@H]1C	0.4
SMILES	TcdB GH inh
CC(C)NC(=O)Nc1ccc2c(c1)C(=O)N([C@H](C)CO)C[C@H](C)[C@H](CN(C)Cc1ccncc1)OCCCC[C@H](C)O2	-1.1
C[C@H]1CCCCO[C@@H](CN(C)C)[C@@H](C)CN([C@@H](C)CO)C(=O)c2cc(NS(=O)(=O)c3cccs3)ccc2O1	0.4
COc1cccc(S(=O)(=O)N[C@@H]2CC[C@H](CCNC(=O)Nc3cc(F)ccc3F)O[C@@H]2CO)c1	0.5
Cc1ccc(S(=O)(=O)N(C)C[C@H]2Oc3ncc(-c4ccccc4)cc3C(=O)N([C@H](C)CO)C[C@@H]2C)cc1	-1.7
O=C(Nc1ccccc1F)N1CC(=O)N2[C@H](C1)[C@@H](c1ccc(C#CC3CC3)cc1)[C@@H]2CO	2.1
C[C@@H]1CN([C@@H](C)CO)C(=O)Cc2cc(NS(=O)(=O)c3ccc(Cl)cc3)ccc2O[C@@H]1CN(C)S(C)(=O)=O	0.5
CCC(=O)N1[C@@H]2Cn3c(ccc(-c4ccccc4)c3=O)[C@H]1[C@@H](C(=O)N(C)C)[C@@H]2CO	0.4

Of the compounds above, nine contain two or more sulfur atoms.
SMILES	TcdB GH inh
Cc1ccc(S(=O)(=O)N(C)C[C@@H]2OCCCC[C@@H](C)Oc3ccc(NS(=O)(=O)c4cn(C)cn4)cc3C(=O)N([C@H](C)CO)C[C@@H]2C)cc1	0.3
COc1cccc(-c2ccc([C@H]3[C@@H](CO)N4CCCCN(S(=O)(=O)c5cccs5)C[C@H]34)cc2)c1	0.2
C[C@H](CO)N1C[C@H](C)[C@@H](CN(C)S(=O)(=O)c2ccsc2)OCc2ccccc2-c2ccccc2C1=O	0.2
C[C@@H]1CN([C@H](C)CO)C(=O)c2cc(NS(=O)(=O)c3cccs3)ccc2O[C@H]1CN(C)C(=O)Nc1ccccc1	-0.2
COCC#Cc1ccc2c(c1)O[C@H](CN(C)S(=O)(=O)c1ccc(C)cc1)[C@@H](C)CN([C@H](C)CO)S2(=O)=O	0.7
C[C@@H]1CN([C@@H](C)CO)C(=O)c2cc(NS(C)(=O)=O)ccc2O[C@@H](C)CCCCO[C@H]1CN(C)S(=O)(=O)c1cn(C)cn1	0.3
C[C@@H]1CN([C@H](C)CO)S(=O)(=O)c2ccc(Br)cc2O[C@@H]1CN(C)S(C)(=O)=O	0.0
C[C@H]1CCCCO[C@@H](CN(C)C)[C@@H](C)CN([C@@H](C)CO)C(=O)c2cc(NS(=O)(=O)c3cccs3)ccc2O1	0.4
C[C@@H]1CN([C@@H](C)CO)C(=O)Cc2cc(NS(=O)(=O)c3ccc(Cl)cc3)ccc2O[C@@H]1CN(C)S(C)(=O)=O	0.5
